Bioassay records (PubChem)
RXFP1 ag – qHTS Assay for Agonists of the Relaxin Receptor RXFP1; Relaxin receptor 1 (Homo sapiens), Q9HBX9; HEK293T-RXFP1 cAMP TR-FRET, 30 min; response scale: percent of porcine relaxin response, buffer zero; Potency, µM (top dose mostly 57.5 µM), inactives show at the top dose activation, actives largely listed as activators; 370,000 tested, 0.3% active; AID 2676, 2010; also: potency is read from the fitted curve at half-maximal effect; % is scaled to controls: 0 for no effect and ±100 for the full control effect; nearly all actives have a fitted effect of over 60% in size; many of its hits are not listed in these tables
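cAMP rise read by TR-FRET after 30 min, 37C compound exposure (up to 58 uM) in RXFP1-transfected HEK293 cells with Ro 20174 present. EC50 from Hill-equation fits, with 29 nM porcine relaxin as 100% and buffer as basal.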
Vif-A3F inh – qHTS for Inhibitors of Vif-A3F Interactions: qHTS; HeLa A3F-eYFP + Vif (tagged APOBEC3F with the HIV-1 protein that degrades it), YFP fluorescence increase; Potency, µM (series often up to 46.1 µM), without a hit: at the top dose activity, negative = active; 390,000 tested, 0.2% active; also: potency is read from the fitted curve at half-maximal effect; % of control where 0% means no effect; nearly all actives have a fitted effect of over 65% in size
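HeLa cells stably expressing A3F-eYFP plus Vif, plated and incubated overnight at 37 deg C, then exposed to compounds overnight at 37 deg C. Blocked degradation read as raised yellow fluorescence (Ex 488/Em 500-530).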
PI4K2A block – qHTS for small molecular inhibitors of PI4K2A | Phosphatidylinositol 4-kinase type 2-alpha (Homo sapiens), Q9BTU6 | AID 1346378, 2018 | 420,000 tested, 0.13% active | purified PI4K2A, ADP-Glo luminescence, 1 h; hits give low values | activity change, negative = inhibition, % at 76.9 µM; in the data active = activity change below about -50%; inconclusive = mostly about -30% to -49%;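 also: -100% = wells without enzyme as full effect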
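Compounds are screened against recombinant PI4K2A using PI as substrate and ATP, the latter dispensed at 300 microM. Reactions run one hour at ambient temperature before ADP-Glo detection; full inhibition defined by wells lacking enzyme.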
Vif-A3G inh – qHTS for Inhibitors of Vif-A3G Interactions: qHTS; HeLa A3G-eYFP + Vif (tagged APOBEC3G with the HIV-1 protein that degrades it), YFP fluorescence, overnight; Potency, µM (top dose mostly 46.1 µM), for the others: at the top dose activity, negative = active, most hits filed as inhibitors; 410,000 tested, 0.076% active; AID 602310, 2012;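 also: potency is read from the fitted curve at half-maximal effect; % is scaled to controls: 0 for no effect and ±100 for the full control effect; nearly all actives have a fitted effect of over 60% in size; hits raise eYFP signal because A3G escapes Vif-driven loss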
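HeLa cells stably expressing Vif and C-terminally eYFP-tagged A3G, seeded overnight at 37 deg C, then exposed to compound by pintool overnight at 37 deg C. Rise in yellow fluorescence (Ex 488/Em 500-530, Acumen) marks blocked Vif-driven A3G degradation.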
USP1 inh – Inhibitors of USP1/UAF1: Primary Screen; Ubiquitin carboxyl-terminal hydrolase 1 (Homo sapiens), O94782; recombinant USP1/UAF1, Ub-Rhodamine cleavage fluorescence; Potency, µM (highest dose often 57.1 µM), for inactives: at the top dose activity change, negative = inhibition, most hits filed as inhibitors; 390,000 tested, 0.23% active; AID 743255, 2014; also: potency is read from the fitted curve at half-maximal effect; % is scaled to controls: 0 for no effect and ±100 for the full control effect; nearly all actives have a fitted effect of over 60% in size; inactives centre near -12
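USP1/UAF1 complex at 1 nM was preincubated with compound for 15 min at room temperature, then Ub-Rho substrate (150nM final) was added. Fluorescence (480/540 nm) was read kinetically, 6 reads every 60 seconds.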
IDH1 R132H inh – qHTS for Inhibitors of mutant isocitrate dehydrogenase 1 (IDH1): qHTS | Isocitrate dehydrogenase [NADP] cytoplasmic (Homo sapiens), O75874 | IDH1-R132H enzyme, NADPH consumption, diaphorase/resazurin fluorescence | Potency, µM (titrated, usually from 76.6 µM), without a hit: at the top dose activity change, negative = inhibition, usual class: inhibitors | 390,000 tested, 0.093% active | AID 602179, 2012; also: potency is read from the fitted curve at half-maximal effect; % is scaled to controls: 0 for no effect and ±100 for the full control effect; nearly all actives have a fitted effect of over 65% in size
Target sequence (O75874 whole entry R132H, stated change not applied): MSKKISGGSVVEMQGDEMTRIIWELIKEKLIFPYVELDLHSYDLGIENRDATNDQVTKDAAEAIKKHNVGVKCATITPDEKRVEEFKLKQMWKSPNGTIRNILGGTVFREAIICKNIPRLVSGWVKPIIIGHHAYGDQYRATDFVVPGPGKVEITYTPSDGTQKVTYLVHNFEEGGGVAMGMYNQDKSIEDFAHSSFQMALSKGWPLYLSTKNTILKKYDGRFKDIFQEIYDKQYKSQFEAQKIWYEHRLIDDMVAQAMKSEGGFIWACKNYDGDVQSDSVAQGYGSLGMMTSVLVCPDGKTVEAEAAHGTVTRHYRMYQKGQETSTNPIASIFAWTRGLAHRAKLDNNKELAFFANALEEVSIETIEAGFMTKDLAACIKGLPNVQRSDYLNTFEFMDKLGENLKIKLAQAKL
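IDH1-R132H (0.5 ug/mL) preincubated 30 min with compound, then NADPH (0.016 mM) and alpha-KG (2 mM) added; 80 min at RT, pH 7.5. Remaining NADPH coupled via diaphorase/resazurin to fluorescence (540/590 nm); concentration-response curves normalized to no-enzyme control.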
TrxR1 substrate – qHTS Assay for Substrates of Mammalian Selenoprotein Thioredoxin Reductase 1 (TrxR1): qHTS; purified TrxR1 substrate turnover, NADPH consumption readout; Thioredoxin reductase 1, cytoplasmic (Rattus norvegicus), O89049; 390,000 tested, 0.01% active; Potency, µM (top dose mostly 114 µM), without a hit: at the highest dose activity change, negative = substrate turnover; also: potency is read from the fitted curve at half-maximal effect; % is scaled to controls: 0 for no effect and ±100 for the full control effect; nearly all actives have a fitted effect of over 50% in size
Target sequence (O89049 whole entry, looked up): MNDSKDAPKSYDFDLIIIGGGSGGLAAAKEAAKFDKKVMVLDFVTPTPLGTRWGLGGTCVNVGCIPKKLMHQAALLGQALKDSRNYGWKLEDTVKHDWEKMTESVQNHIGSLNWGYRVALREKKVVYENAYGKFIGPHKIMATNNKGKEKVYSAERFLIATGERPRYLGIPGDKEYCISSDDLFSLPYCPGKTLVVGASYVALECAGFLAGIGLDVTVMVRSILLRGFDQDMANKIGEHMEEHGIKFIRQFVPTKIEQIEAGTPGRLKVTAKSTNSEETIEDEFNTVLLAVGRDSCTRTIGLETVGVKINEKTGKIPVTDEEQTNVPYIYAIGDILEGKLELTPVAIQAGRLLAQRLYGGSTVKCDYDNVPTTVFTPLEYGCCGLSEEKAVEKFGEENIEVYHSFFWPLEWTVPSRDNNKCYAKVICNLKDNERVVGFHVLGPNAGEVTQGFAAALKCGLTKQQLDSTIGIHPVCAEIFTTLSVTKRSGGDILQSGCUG
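Rat TrxR1, dispensed at 90 nM, was prereduced with 400 uM NADPH (final) for 5 min at ~22 deg C, then incubated with compound 15 min before 400 uM selenite. A first-read NADPH fluorescence drop versus no-compound background flagged substrates.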
LDHA block – qHTS assay for inhibitors of human lactate dehydrogenase; L-lactate dehydrogenase A chain (Homo sapiens), P00338; purified LDHA, NADH/diaphorase-resazurin fluorescence; hits give low values; activity change, % (values are at about 110 or 230 µM); 480,000 tested, 0.15% active; AID 1347041, 2019; in the data active = activity change below about -30%; inconclusive = mostly about -25% to -30%;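 also: plate controls were DMSO wells for no effect and wells without enzyme for full effect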
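Remaining NADH was detected by diaphorase (0.133 mg/mL) converting 37 µM resazurin to fluorescent resorufin, read at 0 and 20 minutes. The preceding 5-minute room-temperature reaction used 2 nM LDHA, 0.2 mM sodium pyruvate and 0.06 mM NADH at pH 7.4.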
GRP78 ERSR act – qHTS for Inducers of the Endoplasmic Reticulum Stress Response (ERSR) in Human Glioma: qHTS | U87-MG GRP78 promoter luciferase reporter, 16 h | Potency, µM, without a hit: at the top dose activation, hits mostly activators | 420,000 tested, 0.02% active | AID 602332, 2012; also: potency is read from the fitted curve at half-maximal effect; series mostly up to about 76 µM; % of control where 0% means no effect; nearly all actives have a fitted effect of over 35% in size
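Stably transfected U87-MG glioma cells carrying a GRP78-based luciferase sensor; 16 h compound incubation. Luminescence end-point read 10 min after Bright-Glo addition at room temperature.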
* hit, by the source's call; ? = inconclusive; · = no result given; & = joins results of further samples; [ ] = remark or other dose. Unless noted, calls follow the shape of the dose curve; as a rule, active = well fitted curve in the direction sought with a large enough effect; inconclusive = small, poorly fitted or top-dose-only effect, or another doubt; inactive = no such curve, though single readings can be large; an effect the other way counts as inactive or inconclusive. The list is partial; rates above refer to the full screens.

SMILES | RXFP1 ag | Vif-A3F inh | PI4K2A block | Vif-A3G inh | USP1 inh | IDH1 R132H inh | TrxR1 substrate | LDHA block | GRP78 ERSR act
N#Cc1ccc(-c2ccc(OCC(=O)NCC(=O)Nc3ccc(F)c(F)c3F)cc2)cc1 | -1.4% | -7.0% | -1.7 | 0.2% | -20.9% | 2.6% | -6.6% | -4.7 | 0.1%
COc1ccc(C(C(=O)NCC2CCCO2)N(Cc2ccccc2)C(=O)CNC(=O)c2ccco2)cc1OC (stereo not drawn) | -0.4% | -3.5% | -2.6 | -1.0% | -11.0% | -7.4% | -5.8%[57.1 µM] | -2.6 | -1.9%
COc1ccc(NC(=O)c2cccc([N+](=O)[O-])c2)cc1 | 4.4% | 0.4% | 2.0 | 1.5% | ? | 10.0% | 4.8% | -7.7 | -1.8%
O=C(CC1Sc2ccccc2NC1=O)Nc1cccc(C(F)(F)F)c1 (stereo not drawn) | -0.2% | 2.0% | -1.0 | 0.6% | -13.8% | -5.7% | -3.9%[57.1 µM] | -5.5 | -1.9%
COc1ccc(/C=N/N=C/c2c[nH]c(=O)c(C#N)c2Nc2ccccc2)cc1 | -1.0% | 4.6% | 5.6 | -0.3% | -14.7% | 9.3% | -14.2% | -3.9 | -4.9%
Cc1cc(=O)[nH]c(N2CCN(Cc3ccccc3)CC2)n1 | -0.3% | 3.3% | 7.4 | 1.0% | -5.0% | 0.1% | 2.0% | -5.1 | -5.7%
O=C1CC(SC(=Nc2ccccc2)Nc2ccccc2)C(=O)N1c1ccc(Cl)cc1 (stereo not drawn) | 3.3% | -27.3% | -9.0 | -1.1% | -25.2% | -0.1% | -4.4% | -7.5 | -3.7%
O=C(NNC(=S)NC(=O)c1cccc([N+](=O)[O-])c1)c1ccc(Br)cc1 | -2.2% | -10.8% | -1.2 | 0.4% | -12.2% | -5.9% | -8.4% | -5.4 | -4.4%
Cc1ccc(N2CC(C(=O)OCC(=O)Nc3c(C)cccc3C)CC2=O)cc1 (stereo not drawn) | · | -4.0% | -3.4 | -4.3% | -7.9% | -10.3% | · | 2.7 | -1.0%
COc1cc(Nc2nc3c(N)cc(C(F)(F)F)cc3nc2-c2ccccc2)cc(OC)c1OC | · | -8.4% | -1.0 | -1.0% | -24.1% | 3.6% | -9.5% | 28.3 | 0.9%
O=C(COC(=O)c1ccc(Br)o1)Nc1cccc(S(=O)(=O)N2CCOCC2)c1 | · | -1.1% | 1.3 | -0.8% | -16.9% | -3.3% | -4.5% | -0.7 | -0.2%
COc1ccc(Cn2c(C)nnc2-c2cnn(C)c2N)cc1 | 1.3% | -3.5% | -1.6 | 0.7% | -4.5% | -2.9% | 5.8% | -5.4 | 0.5%
O=C(N1CCCCC1)N1CCN(C(c2ccccc2)c2ccccc2)CC1 | 1.9% | 9.4% | 10.0 | 0.1% | -16.4% | -0.8% | 8.1%[57.1 µM] | -0.4 | -3.1%
Cc1cnc(NC(=O)Cc2ccccc2Cl)s1 | 2.4% | -4.5% | -5.0 | 3.8% | -9.6% | 5.6% | 8.2% | -6.3 | 4.0%
O=C(NCc1ccco1)/C(=C/c1ccccc1F)NC(=O)c1ccccc1 | 0.7% | -3.6% | 2.5 | 1.7% | -7.8% | -5.8% | -9.1% | -0.6 | -2.1%
Cc1cc(Nc2ccccc2)n2nc(C)c(-c3ccccc3)c2n1 | 10.3% | -8.0% | 1.6 | -5.8% | -19.8% | -2.4% | 14.6% | 0.0 | 1.2%
COc1ccc(CC(=O)NCc2ccccc2)cc1OC | -2.0% | -13.9% | 0.6 | -8.0% | -8.7% | 3.2% | -0.4% | -5.9 | -3.1%
Cc1ccc(S(=O)(=O)Oc2ccccc2/C=N/NC(=O)c2c(Cl)cnn2C)cc1 | -0.2% | 2.9% | 3.5 | -0.5% | -13.9% | -0.7% | -7.4% | -2.4 | -1.8%
Cc1ccc(CNC(=O)CN(C)S(=O)(=O)c2ccc3c(c2)n(C)c(=O)c(=O)n3C)cc1 | 9.8% | 0.1% | -0.2 | 0.6% | -3.4% | -19.6% | -0.1% | -18.5 | -1.7%
COc1ccc(-c2csc(NC(C)c3nc4cc(Cl)c(Cl)cc4n3CCCO)n2)cc1 (stereo not drawn) | · | ? | -5.3 | -20.2% | -24.6% | -9.6% | 7.3%[57.1 µM] | -1.4 | 16.3%
O=C(NCCC1=CCCCC1)C1CC(=O)N(C2CCCCCC2)C1 (stereo not drawn) | 0.0% | -2.9% | 0.1 | 1.6% | -6.1% | 0.2% | 2.2% | -0.3 | -0.2%
CCN(C(=O)c1ccc(Br)o1)C1CCS(=O)(=O)C1 (stereo not drawn) | 0.0% | 5.8% | -2.3 | -0.6% | -22.5% | 6.8% | -1.7% | -9.3 | -3.3%
O=C(CN(c1ccccc1)S(=O)(=O)c1ccc(Cl)cc1)Nc1cccnc1 | 1.7% | 15.7% | 0.0 | -0.1% | -8.4% | 0.7% | 1.9% | -0.9 | -3.6%
CCN(CC)C(=O)Cn1cc(C(=O)C(=O)NCCCn2ccnc2)c2ccccc21 | 0.5% | -14.8% | -0.6 | -5.0% | -18.4% | -0.9% | -3.7%[57.1 µM] | -14.3 | -3.2%
NS(=O)(=O)c1ccc(NC(=S)N2CCN(Cc3ccc(Cl)c(Cl)c3)CC2)cc1 | 2.2% | -3.5% | 1.1 | -0.5% | -18.4% | -11.1% | -7.0%[57.1 µM] | -11.4 | -4.3%
CCOC(=O)N1CCN(C(=O)CCCN2C(=O)CSc3nc(C)cc(C)c32)CC1 | 0.4% | -6.0% | -5.4 | 2.2% | -4.8% | 0.1% | -4.1% | -10.4 | -0.4%
COc1cc(NC(=O)COC(=O)CNS(=O)(=O)c2ccc(F)c(F)c2F)cc(OC)c1 | 1.6% | -1.0% | -2.3 | -1.4% | 0.2% | 9.1% | -13.8% | 2.7 | -4.5%
COc1ccc(/C=C/C(=O)NC(=S)NN2CCCCC2c2cccnc2)cc1 (stereo not drawn) | 2.7% | ? | -8.8 | -10.9% | -26.9% | 4.2% | 9.1% | 2.0 | -2.2%
CO[C@@]1(NC(=O)CSCC#N)C(=O)N2C(C(=O)O)=C(CSc3nnnn3C)CS[C@@H]21 | 1.3% | 11.7% | -2.8&-3.3&-0.8 | 0.9% | -4.9% | 27.0% | 6.7%[57.1 µM] | -2.2 | -5.3%&-1.2%
CN(C)c1nc(-c2ccccc2)c2cc(Cl)ccc2n1 | 2.4% | -0.4% | 0.3 | 0.8% | -7.7% | -5.5% | -4.2% | -3.0 | -6.2%
O=c1c2ccccc2c2ccccc2c(=O)n1CC1CCCO1 (stereo not drawn) | 0.4% | 2.9% | -6.6 | -3.8% | -13.2% | 2.5% | 15.0% | -3.4 | -1.1%
COc1ccc(CCNC(=O)CC(=O)N/N=C\c2ccc(OCC(N)=O)cc2)cc1OC | · | -2.6% | 3.6 | 1.6% | -18.5% | -5.5% | · | -2.5 | -2.5%
Cc1ccccc1N=Nc1c(C)[nH]n(-c2ccccc2)c1=O | -1.2% | 5.1% | -3.7 | 2.8% | -21.6% | 5.2% | -16.6%[57.1 µM] | -1.4 | -4.8%
O=C(NCc1ccccc1Cl)c1cc(C(=O)C2CC2)c[nH]1 | 0.8% | 2.4% | 4.2 | 0.7% | -14.7% | -7.4% | 3.9% | -2.2 | 3.8%
O=C1[C@H]2CCCC[C@H]2C(=O)N1CCCCN1CCN(c2nsc3ccccc23)CC1 | · | -0.2% | 10.3&0.1 | 1.2% | ? | 9.6% | 11.5% | -3.2 | -1.6%&-9.0%
C/C(CC(=O)Nc1ccc(Cl)c(Cl)c1)=N\NC(N)=S | 0.0% | 4.9% | -3.7 | -4.1% | -17.3% | 5.9% | -12.4% | 3.1 | -4.6%
O=C(CSc1cc(Cl)ccc1Cl)NC1CCCc2ccccc21 (stereo not drawn) | -0.7% | -6.8% | -1.6 | -12.6% | -1.8% | -12.9% | -0.2% | -13.7 | 1.1%
O=S(=O)(NC1=NCCCCC1)c1ccccc1Cl | 1.7% | 1.3% | 0.0 | -0.6% | -22.0% | 1.1% | 7.4% | -1.1 | -4.7%
O=C(NN1CCOCC1)c1sc2cccc(F)c2c1Cl | 7.1% | 15.7% | -1.6 | 1.6% | -15.7% | 11.6% | -3.8% | -10.2 | 1.2%
COCCNC(=O)c1[nH]c(C(F)(F)F)nc1-c1ccccc1 | · | · | 2.0 | 0.2% | · | · | · | -6.1 | -4.2%
